# Source: PubChem BioAssay (several laboratories)
# RBBP9 inh: inhibitors of human serine hydrolase RBBP9. O75884. recombinant RBBP9, FP-Rh probe fluorescence polarization. inhibition, % at 7.94 µM. 220,000 tested, 0.2% active. AID 1515;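 active means inhibition above the campaign mean of all tested compounds plus 3 SD, cut at about 14% in these data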;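 further: plate controls were DMSO wells with RBBP9 for no effect and wells lacking RBBP9 protein for full effect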
# Target sequence (O75884 whole entry, looked up): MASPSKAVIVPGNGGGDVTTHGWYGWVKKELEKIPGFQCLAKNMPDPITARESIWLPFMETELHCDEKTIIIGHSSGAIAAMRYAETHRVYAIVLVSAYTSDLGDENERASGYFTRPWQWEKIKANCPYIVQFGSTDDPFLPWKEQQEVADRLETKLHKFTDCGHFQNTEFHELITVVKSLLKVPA
#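 system = RBBP9 protein | input = RBBP9 at 2.5 µM in dispensed solution, before mixing | measured by = fluorescence polarization (mP), excitation 525 nm, emission 598 nm | incubation = enzyme-compound preincubation 30 min, then probe labeling 45 min, 25 °C | buffer or medium = Tris-NaCl-Pluronic buffer, pH 8.0 | compound = single dose 7.94 µM | also added = FP-Rh probe, 375 nM dispensing solution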
# Runt-SMMHC FRET: blocks binding of human RUNX1 Runt domain to CBFb-SMMHC. Cerulean-Runt/Venus-CBFb-SMMHC FRET ratio 530/480, 1 h. inhibition, % at 20 µM. 220,000 tested, 0.74% active. AID 1434;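 active means mean inhibition across duplicate retests at 20 µM reaching about 50%, limit read from the data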;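 further: 0% = DMSO wells and 100% = wells with excess untagged CBFb-SMMHC; inhibitors lower the FRET ratio by blocking Runt binding to CBFb-SMMHC; some results filed as inactive read as strong as hits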
# Target sequence (Q01196 whole entry, looked up, the tested form may be a part): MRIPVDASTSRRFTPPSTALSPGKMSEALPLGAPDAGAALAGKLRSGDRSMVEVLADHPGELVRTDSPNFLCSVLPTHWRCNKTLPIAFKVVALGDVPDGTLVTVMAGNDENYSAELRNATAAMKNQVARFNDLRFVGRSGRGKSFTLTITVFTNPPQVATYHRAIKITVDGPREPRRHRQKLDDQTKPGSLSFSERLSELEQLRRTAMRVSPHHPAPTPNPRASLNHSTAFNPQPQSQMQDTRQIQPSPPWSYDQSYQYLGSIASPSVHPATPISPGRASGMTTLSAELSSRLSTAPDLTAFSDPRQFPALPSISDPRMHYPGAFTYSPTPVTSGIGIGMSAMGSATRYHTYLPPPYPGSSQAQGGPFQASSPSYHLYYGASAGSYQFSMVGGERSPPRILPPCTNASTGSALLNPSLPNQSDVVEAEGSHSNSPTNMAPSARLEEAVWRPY
# Target sequence (Q13951 whole entry, looked up, the tested form may be a part): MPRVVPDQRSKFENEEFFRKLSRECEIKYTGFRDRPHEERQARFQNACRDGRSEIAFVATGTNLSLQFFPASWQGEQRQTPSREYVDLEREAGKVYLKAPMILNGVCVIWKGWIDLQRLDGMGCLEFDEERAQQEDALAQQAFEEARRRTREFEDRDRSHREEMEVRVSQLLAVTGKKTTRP
# Runt-CBFb FRET: Runt domain-CBFb interaction inhibition | Q01196+Q13951 | 220,000 tested, 0.46% active | Cerulean-Runt/Venus-CBFb FRET ratio 530/480, 1 h | inhibition, % at 20 µM;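 active means inhibition over about 50% at 20 µM in the single-dose screen, limit read from the data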;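 further: 0% = DMSO wells and 100% = excess unlabeled CBFb competitor control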
#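 Assay system: Cerulean-Runt domain fusion protein, energy donor; Signal: fluorescence energy transfer, 422 nm excitation, 530/480 nm emission; Timing: 1 h compound exposure, room temperature; Control set: unlabeled CBFb; Medium: Tris buffer pH 7.5 with salts and BSA; Compound: single test concentration of 20 µM, 1% DMSO final; Probe or stimulus: Venus-CBFb 100 nM.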
# PERK inh: human PERK inhibition, primary cell-based screen | CHO PERK-DD fusion, SEAP luminescence translation reporter | 220,000 tested, 0.17% active | inhibition, % at 5.6 µM | AID 1416 | Q9NZJ5;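 active means inhibition above the mean inhibition of all tested compounds plus 3 SD, set separately per screening campaign, cut at about 2.9% in these data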;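 further: PERK kinase domain activated by AP20187 dimerizer at 100 nM; 0% = DMSO with dimerizer and 100% = rapamycin at 8.4 µM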
# L929 necroptosis: L929 zVAD cell death inhibition; L929 zVAD necroptosis rescue, ATP luminescence, 24 h; with zVAD 60 µM; viability rescue, % at 10 µM; 220,000 tested, 0.38% active;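 active means activation, scaled between plate controls, above about 75%, limit read from the data; inactive means activation under that limit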;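 further: 0% = zVAD with DMSO and 100% = DMSO alone without zVAD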
# TNF necrop inh: blocks TNF-alpha induced death of Jurkat FADD-/- cells. Jurkat FADD-/- TNF necroptosis rescue, ATP luminescence, 24 h; 0 = TNF only, 100 = no-TNF cells. 220,000 tested, 0.068% active. activation (protection from cell death), % at 10 µM;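 active means activation, meaning protection from cell death, of at least 50% relative to plate controls; inactive means activation below 50%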;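 further: necroptosis triggered by 40 ng/mL TNF-alpha added together with compound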
# Hck-Nef inh: human Hck-Nef kinase inhibition; 220,000 tested, 0.68% active; Recombinant Hck-YEEI plus Nef, Z-Lyte FRET kinase assay; inhibition, % at 20 µM; AID 463187; P08631;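 active means Hck-Nef kinase inhibition above about 50%, limit read from the data; inactive means inhibition below that limit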;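 further: 0% = DMSO with Hck plus Nef and 100% = Hck alone without Nef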
# EP2 mod: EP2 receptor (human) modulation | P43116 | induction, % at 25 µM | AID 940 | EP2-expressing cells, cAMP HTRF FRET, PGE2 co-stimulation | 260,000 tested, 0.83% active;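 active means compounds whose cAMP rise, as percent of the full-agonist control response, exceeds 60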;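 further: rat C6 glioma line stably carrying human EP2 under a CMV promoter; the protocol text gives 20 µM as final concentration; 100% = response of wells given 1 µM PGE2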
# EP2 antag: EP2 receptor (human) inhibition | P43116 | inhibition, % at 25 µM | 260,000 tested, 0.52% active | AID 1422 | C6 glioma cells expressing human EP2, cAMP TR-FRET; cells stimulated with saturating PGE2;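 active means percent inhibition above 40 after rounding to a whole number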;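 further: rat C6 glioma host cells with rolipram phosphodiesterase inhibitor present; the protocol text gives 20 µM as final concentration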
# The depositor's hits bear a star; nt = no result given; & = joins results of further samples. These rows are one share of the data; count on the stated rates, not on these rows.
SMILES	RBBP9 inh	Runt-SMMHC FRET	Runt-CBFb FRET	PERK inh	L929 necroptosis	TNF necrop inh	Hck-Nef inh	EP2 mod	EP2 antag
CCOc1ccc(S(=O)(=O)Nc2cc(Cl)ccc2O)cc1	-14	-2	2	-0.3	0.6	-1.3	0	-20	29
CC(=O)Nc1ccc(C(=O)Cn2c3[n+](c4c(F)c(F)ccc42)CCCCC3)cc1	4	-2	0	0.1	1.5	-0.2	11	-2	6
O=S(=O)(Nc1ncccc1O)c1ccc(Cl)cc1	-5	1	3	0.9	0.2	0.0	1	16	4
O=C(CSc1nnc2c(n1)[nH]c1ccc(S(=O)(=O)N3CCOCC3)cc12)Nc1ccccc1Cl	3	1	-2	0.0	0.4	-2.7	25	-33	2
CCOc1ccc(CC(=O)Nc2c(C(=O)Nc3ccccc3)oc3ccccc23)cc1OCC	-8	1	-2	0.1	0.0	1.3	0	3	10
CCOC(=O)N1CCC(N2C(=O)c3cc(C(=O)NC4CCCCC4)ccc3C2O)CC1 (stereo not given)	-8	-2	2	0.8	2.8	0.6	3	-3	19
CCNc1cccc2c1C(=O)N(C)C2=O	-6	-134	-211	0.2	4.0	0.9	-10	-20	13
COc1ccc(NC(=O)Cc2ccccc2F)cn1	4	-1	-2	-0.5	0.6	10	-14	3	4
CC1Cc2ccccc2N1C(=O)CSCC(=O)O (stereo not given)	1	0	0	0.8	0.2	-0.4	1	15	9
NC(=O)N/N=C/c1ccc(OCc2cccc(Cl)c2)cc1	-7	2	1	0.6	-0.5	-1.9	9	-27	12
CCN1CCN(C(=O)C(N)Cc2ccccc2)CC1 (stereo not given)	9	1	-2	0.6	5.5	1.2	16	-7	9
CCSc1ccccc1C(=O)NCc1ccc(S(N)(=O)=O)cc1	1	-2	0	1.9	-0.7	-1.5	4	-11	4
CN(C)S(=O)(=O)c1ccc(N2CCN(S(=O)(=O)c3ccc(F)cc3)CC2)c(Cl)c1	-1	-1	-1	-0.2	0.3	-9.3	0	-25	7
CCCNC(=O)C/C(C)=N/NC(=O)COc1ccc(C)cc1Br	-4	0	1	0.0	-0.2	0.6	1	-30	7
CC1CCc2cc(F)ccc2N1C(=O)CSc1nnc2c3cc(F)ccc3n(C)c2n1 (stereo not given)	-5	1	2	0.8	-0.4	-4.1	0	17	9
O=C(NC(=S)Nc1ccc2c(c1)OCCO2)c1cccc2ccccc12	-6	-1	0	-1.2	nt	-1.9	-12	-3	6
Cc1nn(C)c(C)c1/C=N/NC(=O)c1csc2ccccc12	-1	-2	1	0.3	0.1	-5.8	0	-16	14
Cc1ccnc(NC(=O)Cc2ccc([N+](=O)[O-])cc2)c1	-11	-2	-2	0.2	34	4.9	19	11	6
O=C(CSc1nnc2sc3ccccc3n12)NCc1ccc2c(c1)OCO2	nt	-6	2	nt	0.1	1.5	23	23	10
O=C(CNC(=O)c1ccc(F)cc1)Nc1ccccc1C(F)(F)F	-7	0	3	0.0	0.4	0.0	13	3	1
COc1ccc(C(=S)N2CCCC2)cc1	-7	-4	-1	0.5	-0.3	-0.8	2	27	5
C/C(CCc1ccc2c(c1)OCO2)=N\NC(=O)c1ccccc1	-13	4	0	0.1	0.8	2.1	-1	-30	22
CC(=O)NNC(=O)c1nc(-c2ccccc2)c(C)o1	-12	-2	-1	1.2	0.7	0.6	0	-6	13
COC(=O)c1ccc(N2CCC(C)CC2)c(N)c1	-2	-3	3	-0.1	-0.6	-0.7	-1	21	10
CSc1ncc(CN2CCN(CCC(C)C)C(CCO)C2)cn1 (stereo not given)	-9	-1	-1	0.2	3.8	1.2	14	8	11
COc1ccc(C(=O)Nc2nnc(-c3cccs3)s2)cc1	-8	-2	2	1.3	1.3	-11	4	0	24
CCN(CC)S(=O)(=O)c1ccc(-n2c(=O)c(C(C)C)c(C)n2C)cc1	-7	-2	0	1.1	3.4	1.8	17	-7	5
CCOc1ccc(CN2CCN(Cc3c(C)nn(CC)c3C)CC2CCO)cc1 (stereo not given)	5	0	0	0.1	-0.2	3.1	3	17	8
COc1ccc(C/C(C)=N/NC(=O)c2cccnc2)cc1	-7	-5	1	1.9	1.4	3.5	0	22	9
O=C(CCCOc1ccc(Cl)cc1Cl)N/N=C/c1ccco1	-9	-2	7	1.6	0.5	3.1	19	-53	5
O=C(Cc1ccccc1F)NCC(c1ccco1)N1CCCCC1 (stereo not given)	-7	1	-2	0.3	1.1	1.0	15	-7	4
CC1=CC(=O)C2=C(C)CC[C@@H]3[C@H](OC(=O)[C@H]3C)[C@@H]12	nt	1	1	nt	0.4	-0.1	20	-3	3
Cc1cc(-c2n[nH]c(=S)n2/N=C/c2cc([N+](=O)[O-])ccc2Cl)n[nH]1	-5	9	9	0.1	-1.9	-7.4	7	19	6
Cc1nc(C)c(C(=O)NNS(=O)(=O)c2ccccc2)s1	-7	4	0	0.8	1.9	1.0	2	18	3
O=c1cc(N2CCN(c3ccccc3)CC2)[nH]c(=O)n1C1CCCCC1	2	9	11	-1.2	81*	21	-1	10	11
CCn1ccnc1CN(C)Cc1cn(-c2cc(C)ccc2C)nc1-c1ccccc1	5	0	-4	0.1	-1.0	0.6	-17	50	1
O=C(c1ccc(S(=O)(=O)N2CCCCCC2)cc1)N1CCC(CN2C(=O)c3cccc4cccc(c34)C2=O)CC1	-9	-2	nt	-0.3	2.6	-6.1	0	-2	nt
O=C1C2C3c4ccccc4C(c4ccccc43)[C@@H]2c2nc3ccccc3n21 (stereo not given in full)	2	-2	-2	-0.9	-0.4	-4.2	0	75*	11
COc1ccc(/C=N/Nc2ncc(Br)cn2)c(OC)c1	8	nt	nt	1.0	85*	20	20	-5	10
O=C(CSc1ccc(Cl)cc1)Nc1cccc(-c2nc3ccccc3[nH]2)c1	-9	-18	-8	0.4	1.1	1.7	2	14	10
COn1c(SC(C)C)nc2ccccc2c1=O	-8	-4	-1	0.0	0.5	-0.2	1	28	0
Cc1ccc(-c2nc(CS(=O)(=O)CC(=O)NCCCN3CCN(C)CC3)c(C)o2)cc1	-5	0	2	0.0	1.6	-1.2	5	1	5
O=C(COc1ccc2ccccc2c1Br)NCc1ccccn1	1	-2	1	0.2	1.7	-1.7	-2	-33	16
CCCCN(C)Cc1c(C)[nH]c2ccc(C)cc2c1=O	0	2	4	0.3	0.2	-0.4	1	16	3
CCC(C)N(NC(C)=O)c1nc(Cl)nc(NC(C)(C)C)n1 (stereo not given)	0	0	0	-1.7	-0.4	1.3	1	10	10
c1ccc(Oc2nc(N3CCOCC3)nc(N3CCOCC3)n2)cc1	-6	2	3	0.1	-0.2	0.7	-1	15	7
Cn1ccc(NC(=O)Nc2ccc(Cl)cc2Cl)n1	4	6	-2	-0.4	nt	1.0	4	1	5
O=C(O)/C=C/C(=O)N1CCN(S(=O)(=O)c2cccc(C(F)(F)F)c2)CC1	-7	1	-2	1.3	3.0	0.6	14	29	5
O=CN(c1ccccc1)c1ccc2ccccc2c1	-2	3	0	0.8	-1.0	-0.1	17	2	10
O=C(CSc1ncc(-c2ccc(F)cc2)[nH]1)N1CCCCC1	-8	-8	-2	-0.2	0.3	1.5	0	-5	6
Cc1ccc(S(=O)(=O)CCC(=O)Nc2cccc(C)c2)cc1	-6	3	-1	0.3	0.4	1.1	1	-37	6
NC(=O)c1ccsc1NC(=O)c1ccc(S(=O)(=O)N2CCCCC2)cc1	-13	-4	0	-0.6	4.4	-2.5	4	3	11
O=C(COC(=O)c1ccccn1)Nc1cccc(Cl)c1	-4	0	-1	0.8	2.2	0.5	1	4&-56	7&8
CC1CCCCN1c1nc(-c2ccncc2)nc2ccccc12 (stereo not given)	-5	2	-2	-1.3	4.4	-6.0	2	65*	22
CC(C)N(C(=O)CN1C(=O)NC2(CCCCCC2)C1=O)C(C)C	-5	2	4	-1.0	-0.1	0.1	1	17	16
Cc1ccc(NC(=O)CSc2nnnn2C)cc1S(=O)(=O)N(C)C	-4	-2	0	0.5	0.9	2.4	4	-6	7
O=C(COC(=O)c1cccc(Cl)c1)Nc1cc(Cl)ccc1Oc1ccccc1	-4	0	-1	-1.6	0.7	-0.1	-1	19	8
O=C1CC(c2ccsc2)Sc2ccccc2N1 (stereo not given)	0	-6	1	1.0	0.7	0.7	7	7	6
CCCCC1=CC2=CC(=O)C(C)(OC(=O)CC)C(=O)C2=CN1CCCCO (stereo not given)	nt	0	1	nt	-0.4	1.6	4	12	3
Clc1ccc(OCCCn2cncn2)cc1Cl	-2	44	-1	0.8	0.0	-0.1	-1	-1	nt

# Next structures.
SMILES	RBBP9 inh	Runt-SMMHC FRET	Runt-CBFb FRET	PERK inh	L929 necroptosis	TNF necrop inh	Hck-Nef inh	EP2 mod	EP2 antag
C=CCn1c(SCCN2CCCC2)nc2c([nH]c3ccccc32)c1=O	0	-2	-2	0.1	2.8	-0.2	29	-34	9
Cc1ccc(-n2c(SCC(=O)NNC(=S)Nc3ccccc3)nc3ccccc3c2=O)cc1	-6	4	6	-0.3	-0.2	0.2	-1	-4	5
O=C(/C=C/c1ccccc1Cl)NCc1ccco1	-4	-3	-3	-0.7	1.5	-2.6	1	-42	8
Brc1ccc(Oc2nsnc2N2CCOCC2)cc1	-2	-7	-3	1.9	0.8	0.1	-1	23	3
COc1ccc(NC(=O)Cn2nc3n(c2=S)CCC3)cc1	-4	3	-2	0.9	0.5	0.2	0	11	13
Cn1c(N2CCN(C(=O)Nc3ccc(F)cc3)CC2)nc2ccccc21	0	-4	-1	-0.5	0.1	0.3	6	-9	8
CC(=O)n1cc([C@@H]2C=C(C(=O)N3CCN(Cc4ccc5c(c4)OCO5)CC3)O[C@H](OCc3ccc(CO)cc3)C2)c2ccccc21	-24	-2	2	-0.9	4.0	-3.7	-18	4	-1
CC(C)(C)C(C(=O)O)N1CCS(=O)(=O)CC1 (stereo not given)	-10	-5	-3	0.1	0.6	1.6	18	-4	5
CCCSc1nc(C)cc(C)c1S(C)(=O)=O	-3	0	0	0.6	1.0	-1.6	21	25	5
CSc1ccn(CCC(=O)O)c(=O)n1	1	-2	-1	0.2	0.5	-0.6	0	2	16
CCCCCC(=O)N/N=C/c1ccc(N(C)C)cc1	9	-1	3	1.1	1.4	2.3	4	-36	1
CCOC(=O)c1sc(=S)n(-c2ccc(C)cc2)c1N	-2	13	34	0.1	1.4	0.2	-7	-23	8
Cc1cccc2cc(CN(CC3CCCO3)C(=S)NCc3ccco3)c(=O)[nH]c12 (stereo not given)	-1	2	14	-0.4	0.2	0.6	6	-16	10
